Screening results as filed in PubChem BioAssay.
Mm-Cpn inhibitor: blocks the Methanococcus maripaludis chaperonin Mm-Cpn. AID 504842. 330,000 tested, 0.031% active. purified Mm-Cpn ATPase, ADP Transcreener TR-FRET. Potency, µM (doses to about 76.9 µM), without a hit: at the highest dose activity, negative = inhibition, usual class: inhibitors; further: potency means the concentration at half of the fitted maximal effect; on the % scale 0 is the no-effect control and ±100 the full control effect; nearly all actives have a fitted effect of over 80% in size
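Inhibition of chaperonin ATP hydrolysis is measured as reduced ADP production, detected by competitive TR-FRET in which signal falls with ADP. Final enzyme 25 nM and ATP 10 uM, reacted 30 min at 37°C.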
Akt phos inh: inhibitors of Akt phosphorylation | Neuro2A IGF-stimulated pAkt S473 HTRF, 20 min; active compounds read low | activity change, % for hits at 50 µM | 360,000 tested, 0.32% active; in the data active means activity change below about -80%; inconclusive means mostly about -51% to -80%; further: on the % scale 0 is the no-effect control and ±100 the full control effect
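Neuro2A cells in DMEM with 0.5% FBS, overnight at 37 deg C, given compound at single 50 µM final, then IGF (6 nM final) for 20 min at 37 deg C. Lysed; phospho-Akt Ser473 by HTRF after 24 h, 665/615 ratio.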
Abeta yeast res: restores growth of yeast expressing A-beta42 peptide; AID 1347071; Potency, µM (highest dose often 46.1 µM), inactives show top-dose growth rescue, actives largely listed as activators; yeast expressing A-beta42, growth rescue, OD600, 48 h; response scale: 0% DMSO, 100% iron-clioquinol control; 410,000 tested, 0.063% active; further: potency means the concentration at half of the fitted maximal effect; nearly all actives have a fitted effect of over 55% in size
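Growth rescue measured by 600 nm absorbance after 48 h yeast culture at 30 C with compound. Values normalized between DMSO and an equimolar ferric chloride plus clioquinol control.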
Nrf2 ARE act: activates Nrf2 signaling; AID 624171; 410,000 tested, 0.31% active; AREc32 ARE-luciferase reporter (MCF7-derived line), luminescence, 24 h; Potency, µM (highest dose often 46.1 µM), inactives show at the top dose activation, actives largely listed as activators; further: potency means the concentration at half of the fitted maximal effect; % of control where 0% means no effect; nearly all actives have a fitted effect of over 65% in size
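AREc32 cells carrying an ARE-driven firefly luciferase, 1000 cells/well in OPTI-MEM with 5% FBS, dosed after overnight attachment and incubated 24 hr at 37 deg C. Steady-Glo luminescence read after 30 min at RT.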
HepG2 tox: counter-screen for TGF-b inhibitors: cytotoxicity in HepG2 cells. HepG2 CAGA-GFP viability, ATP luminescence, 18 h. Potency, µM (top dose mostly 46.1 µM), for the others: at the top dose activity change, negative = cytotoxicity, usual class: cytotoxic. AID 588856. 410,000 tested, 0.76% active; further: potency means the concentration at half of the fitted maximal effect; some results filed as inactive show a strong effect at the top dose
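HepG2 CAGA-GFP cells (1000/well, DMEM with 1% FBS) received compound, then TGF-beta at 500 pg/mL final, and were incubated 18 hours at 37 degrees C. Viability was read by CellTiter-Glo luminescence. Media-only wells were set as complete cell-killing and DMSO as no toxicity.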
Nrf2 block: inhibitors of Nrf2 signaling; A549 ARE-Fluc reporter, luciferase luminescence, 18-24 h; Potency, µM (highest dose often 46 µM), without a hit: at the highest dose activity change, negative = inhibition, most hits filed as inhibitors; 360,000 tested, 2.1% active; AID 504444; further: potency means the concentration at half of the fitted maximal effect; on the % scale 0 is the no-effect control and ±100 the full control effect; nearly all actives have a fitted effect of over 60% in size
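Nrf2 activity is the BugLite luminescence, read 15 min after reagent at room temperature, following CellTiter-Fluor cytotoxicity readout (30 min, 37C). Compound titrations were applied for 18-24 h to 5000 A549 ARE_Fluc cells/well in 5% FBS OPTI-MEM.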
A549 tox: kills or reduces viability of A549 cells in Nrf2 counter-screen; A549 ARE-Fluc cells, CellTiter-Fluor viability, 18-24 h; Potency, µM (highest dose often 46 µM), inactives show top-dose activity change, negative = cytotoxicity, actives largely listed as inhibitors; 390,000 tested, 0.16% active; AID 504648; further: potency means the concentration at half of the fitted maximal effect; on the % scale 0 is the no-effect control and ±100 the full control effect
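A549 ARE_Fluc cells in 5% FBS OPTI-MEM were exposed to compounds in concentration-response for 18-24 h at 37 deg C. Viability was read by CellTiter-Fluor fluorescence (Ex 405/Em 525) after 30 min, before the luciferase read.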
CCT chaperon mod: modulators of cytosolic chaperonin (CCT/TRiC) activity. purified chaperonin ATPase assay, HTRF ADP detection, 30 min. activity change, % (no concentration beside the values), hits read low. 360,000 tested, 0.3% active. AID 651819; in the data active means activity change below about -30%; further: on the % scale 0 is the no-effect control and ±100 the full control effect
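Nucleotide hydrolysis assay: TRiC at 20–40 nM final (set by batch activity) with 10 uM ATP, 30 min at 37 °C, in presence of 76 uM compound. Detection by competitive ADP HTRF, 30 min ambient.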
TGFb SMAD3 inh: TGF-b pathway inhibition. HepG2 CAGA-GFP TGF-b/SMAD3 reporter, GFP fluorescence, 18 h; TGF-beta stimulated, 500 pg/mL final. Potency, µM (top dose mostly 46.1 µM), without a hit: at the top dose activity, negative = inhibition, actives largely listed as inhibitors. 410,000 tested, 1.2% active; further: potency means the concentration at half of the fitted maximal effect; on the % scale 0 is the no-effect control and ±100 the full control effect; nearly all actives have a fitted effect of over 65% in size
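Read-out: total well GFP (ex488/em500-530) summed from mean per-cell fluorescence. Cells: HEPG2 CAGA-GFP, 1% FBS DMEM, 18 h at 37 degrees C with 500 pg/mL final TGF-beta. Unstimulated wells served as the full-inhibition control; stimulated DMSO wells = 0%.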
Starred values were filed as active, the others as inactive; i = inactive; ? = inconclusive; . = no result given; [ ] = remark or other dose. Unless noted, the call rests on the fitted dose curve; in most records, active means well fitted curve in the direction sought with a large enough effect; inconclusive means small, poorly fitted or top-dose-only effect, or another doubt; inactive means no such curve, though single readings can be large; an effect the other way counts as inactive or inconclusive.

The first four entries, ahead of the listing:
SMILES	Mm-Cpn inhibitor	Akt phos inh	Abeta yeast res	Nrf2 ARE act	HepG2 tox	Nrf2 block	A549 tox	CCT chaperon mod	TGFb SMAD3 inh
COc1ccc(Cl)cc1-n1c(C)cc(C=O)c1C	0%	i	-5%[9.22 µM]	-0.9%	10%	.	-13%	-2.1	26%
CCOC(=O)Nc1ccc2c(c1)C(=NNC(N)=S)c1ccccc1-2	.	i	11%	-2.8%	8.9µM*	?	-25%	-1.4	?
O=C(CN(Cc1ccccc1Cl)C(=O)CNS(=O)(=O)c1ccc(F)cc1)NCC1CCCO1 (stereo not drawn)	-2%	i	-7%	0.0%	2%	-7%	-3%	-0.9	-1%
C=CCOc1cccc(C2c3c(oc4ccccc4c3=O)C(=O)N2c2ccccn2)c1 (stereo not drawn)	-1%	i	-4%	6.5%	7%	18%	8%	0.4	2%

The whole of this part, previewed entries included:
SMILES	Mm-Cpn inhibitor	Akt phos inh	Abeta yeast res	Nrf2 ARE act	HepG2 tox	Nrf2 block	A549 tox	CCT chaperon mod	TGFb SMAD3 inh
COc1ccc(Cl)cc1-n1c(C)cc(C=O)c1C	0%	i	-5%[9.22 µM]	-0.9%	10%	.	-13%	-2.1	26%
CCOC(=O)Nc1ccc2c(c1)C(=NNC(N)=S)c1ccccc1-2	.	i	11%	-2.8%	8.9µM*	?	-25%	-1.4	?
O=C(CN(Cc1ccccc1Cl)C(=O)CNS(=O)(=O)c1ccc(F)cc1)NCC1CCCO1 (stereo not drawn)	-2%	i	-7%	0.0%	2%	-7%	-3%	-0.9	-1%
C=CCOc1cccc(C2c3c(oc4ccccc4c3=O)C(=O)N2c2ccccn2)c1 (stereo not drawn)	-1%	i	-4%	6.5%	7%	18%	8%	0.4	2%
Cn1nnnc1SCC(=O)NCC(=O)c1ccccc1	2%	i	4%	0.2%	-4%	?	15%	-2.4	-1%
O=C(COC(=O)c1ccc(F)c(S(=O)(=O)N2CCOCC2)c1)Nc1ccc2c(c1)OCO2	2%	i	3%	0.1%	-11%	-5%	-2%	0.6	-14%
COc1ccc(CCNC(=O)c2nc(SCc3ccc(F)cc3)ncc2Cl)cc1OC	.	.	-21%	0.7%	-22%	?	-1%	.	?
CCOc1ccc(NC(=O)CSc2nc3cccnc3n2CC)cc1	-1%	i	0%	-0.5%	-8%	-11%	-3%	-4.7	-1%
O=C(COC(=O)c1cccc(S(=O)(=O)N2CCCCC2)c1)NC1CCCCC1	1%	i	-9%	-0.6%	-2%	14%	3%	-0.3	4%
N#Cc1c(NC(=O)c2ccccc2)sc2c1CCCCC2	-2%	i	15%	2.9%	-11%	?	-7%	0.7	1%
CCN(CC)S(=O)(=O)c1ccc(N=N/C(C(C)=O)=C(/C)O)cc1	-2%	i	18%	2.0%	6%	.	-2%	-2.0	10%
COCCn1c(-c2ccc(OC)cc2)cnc1SCC(=O)Nc1ccc(OC)cc1OC	0%	i	8%	-0.2%	-3%	-9%	8%	-3.5	-24%

Later entries.
SMILES	Mm-Cpn inhibitor	Akt phos inh	Abeta yeast res	Nrf2 ARE act	HepG2 tox	Nrf2 block	A549 tox	CCT chaperon mod	TGFb SMAD3 inh
CC/C(C)=N\N=C\c1c(O)n(CC)c2cc(C3=NNC(=O)CC3)ccc12	-4%	i	-11%	6.1%	6%	.	-8%	-1.8	33%[activator]
Cc1c(C(=O)N2CCCCC2)c(S(=O)(=O)N2CCN(c3ccccc3F)CC2)c(C)n1C	-3%	i	?	-0.8%	-6%	0%	-14%	0.4	7%
COC(=O)[C@H](CCSC)NC(=O)N1CCC(C)CC1	0%	i	0%	0.2%	-5%	10%	-3%	0.5	-2%
O=C1C=C(O)C(n2cncn2)C(c2ccc3c(c2)OCO3)C1 (stereo not drawn)	0%	i	-2%	0.0%	0%	16%	-1%	1.8	7%
CC(O)(c1ccccc1)c1nc(-c2cccc(C#N)c2)cs1 (stereo not drawn)	.	i	?	2.8%	-2%	.	.	-0.3	-1%
CN1C2CCC1CC(NC(=O)c1cc(Cl)cc3[nH]cnc13)C2 (stereo not drawn)	2%	i	0%	-0.4%	12%	-1%	-3%	1.2	5%
CC(C)c1cnc2c(c1SCC(=O)Nc1ccc(OC(F)(F)F)cc1)c(=O)n(C)c(=O)n2C	.	.	-2%	-1.4%	1%	.	-7%	.	-6%
CC(C)c1ccc(NC(=O)Cn2c(=O)n(CC3CCC(C(=O)NCCc4ccccc4)CC3)c(=O)c3ccccc32)cc1 (stereo not drawn)	.	.	-34%[inhibitor]	0.9%	1%	1%	-1%	.	1%
CCOc1ccc(CCN2C(=O)C(=O)N([C@@H](CC(C)C)CN3CCC[C@H]3CN3C(=O)C(=O)NC[C@@H]3CC(C)C)C[C@@H]2Cc2ccccc2)cc1	.	i	-4%	5.5%	.	.	.	0.2	.
Cc1cccc(NC(=O)c2cccnc2Oc2ccccc2)c1C(=O)O	2%	i	-7%	-0.5%	0%	-2%	5%	0.4	4%
COc1ccc(-n2ccnc(SCC(=O)NCc3ccc(C)cc3)c2=O)cc1Cl	-5%	i	-4%	-0.1%	0%	5%	1%	2.5	-4%
CC1=CN2C(=NC(=O)CC2(C)C(=O)N(CC(=O)NC2CCCC2)c2cc(C)cc(C)c2)C=C1 (stereo not drawn)	-1%	i	4%	0.3%	3%	-4%	-1%	1.7	1%

Remaining list, next part.
SMILES	Mm-Cpn inhibitor	Akt phos inh	Abeta yeast res	Nrf2 ARE act	HepG2 tox	Nrf2 block	A549 tox	CCT chaperon mod	TGFb SMAD3 inh
CC1=C(C(=O)OC2CCCCCCC2)C(c2cccc(O)c2)NC(=O)N1 (stereo not drawn)	0%	.	2%	0.1%	-40%	26µM*	-19%	-4.2	-26%
O=C(O)CNc1nc(NCc2ccc(Cl)cc2)ccc1[N+](=O)[O-]	.	i	2%	-1.9%	-26%	.	.	-0.4	-3%
O=C(Cn1[nH]c(=O)c2ccccc2c1=O)NCc1cccnc1	-5%	i	13%	-0.8%	-20%	-6%	-4%	-3.0	14%
COc1cccc2c1oc1c(SCc3nc4ccccc4[nH]3)nc(C)nc12	-18%	.	5%	12%	-6%	-19%	-7%	.	-8%
CC(C)N=C(Nc1ccc(Cl)cc1)c1cccnc1	2%	i	14%	-0.6%	6%	-12%	0%	-0.1	8%
CC(OC(=O)c1cc(=O)c2ccccc2o1)C(=O)Nc1ccc(N(C)C)cc1 (stereo not drawn)	0%	i	-9%	-0.8%	3%	8%	1%	-1.2	10%
COC(=O)/C=C1\S/C(=N/N=C/c2ccco2)NC1=O	0%	i	4%	?	2%	?	-4%	-1.0	-8%
CCOc1ccc(S(=O)(=O)n2cnc(C)c2)cc1	0%	i	-5%	-0.3%	-5%	?	-5%	-0.7	2%
CC(=O)N(Cc1c(C)nn(-c2ccccc2)c1Cl)c1ccc(Cl)cc1	1%	i	-19%	-0.6%	-45%	-14%	3%	-1.9	2%
COc1ccc(C2=NOC(C)(c3nnc(-c4ccncc4)o3)C2)cc1 (stereo not drawn)	.	i	-21%	0.1%	5%	-4%	-3%	-1.8	7%
COCCNc1c2c(nc3c(-c4ccccc4)c(C)nn13)CCCC2	-3%	i	5%	-0.5%	-39%	.	-11%	2.3	?
Brc1ccc2c(c1)OCCOCCOCCOCCOCCO2	-1%	i	16%	-0.6%	-22%	-9%	-2%	-1.7	-11%

Next section
SMILES	Mm-Cpn inhibitor	Akt phos inh	Abeta yeast res	Nrf2 ARE act	HepG2 tox	Nrf2 block	A549 tox	CCT chaperon mod	TGFb SMAD3 inh
Fc1ccc(Nc2nc(N/N=C/c3ccco3)nc(N3CCCCC3)n2)cc1	3%	i	26%	0.1%	-8%	18µM*	-7%	-0.1	2%
CCc1nc(NCCN2CCOCC2)c(C#N)c2c1CCCC2	-3%	i	-1%	1.9%	-34%	?	3%	-0.5	-8%
CCOC(=O)C1CCN(c2c(-c3ccccc3)c3cc(Cl)ccc3[nH]c2=O)CC1	-5%	i	-23%	-0.3%	-7%	-22%	5%	1.8	-21%
O=S(=O)(NCc1ccccc1)c1ccc(-n2cccn2)cc1	-2%	.	-8%	-0.3%	-13%	11%	2%	0.6	-5%
CN(CCC(=O)Nc1ccc(Cl)cc1)Cc1ccccc1	-1%	i	-5%	2.8%	-6%	-6%	3%	-0.7	-4%
Cc1ccc(C(=O)NCC(=O)NCc2cc(=O)n(C)c(=O)n2C)cc1C	2%	i	-19%	-1.0%	13%	-2%	6%	0.7	18%
CC(=O)N1CCN(S(=O)(=O)c2cccc(C(=O)Nc3ccccc3N3CCCC3)c2)CC1	-6%	i	-12%	2.4%	3%	1%	3%	-0.8	0%
COC(=O)Cn1ncc(N2C3CC(CC(C)(C)C3)C2C)c(Cl)c1=O (stereo not drawn)	2%	i	-44%[inhibitor]	-0.5%	-12%	14%	11%	2.5	23%
Cc1cc(/C=N/NC(=O)c2ccoc2C)cc(C)c1O	.	i	-3%	4.2%	-24%	.	.	-0.9	22%
Cc1ccc(CNC(=O)C(=O)NCC(c2cccs2)S(=O)(=O)c2cccs2)cc1 (stereo not drawn)	.	.	-10%	7.0%	-24%	.	14%	.	4%
O=C(CN1C(=O)C2CCCCC2C1=O)NC1CCCc2ccccc21 (stereo not drawn)	-1%	i	10%	0.5%	-1%	3%	-8%	-0.4	10%
CCCn1cnc2c(SCc3ccccc3F)nc(N)nc21	.	i	9%	2.8%	-24%	2%	3%	-1.8	2%
CCOc1[nH]n(-c2ccc(Cl)cc2)c(=O)c1C=Nc1ccc(OC)cc1	4%	i	-11%	-0.5%	1%	2%	-4%	-0.1	8%
